# LYPLA2 counter: LYPLA2 inhibitors, primary screen, counter-screen for PME1 inhibitor project, biochemical, fluorescence polarization, FP-Rh probe ABPP. Acyl-protein thioesterase 2 (Homo sapiens), O95372. recombinant LYPLA2. inhibition, % at 5.9 µM. actives 0.38% (n = 320,000). AID 2177, 2009;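 active = inhibition above the screen-wide mean plus 3 SD, limit set per campaign, cut at about 26% in these data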;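 note: 0% = LYPLA2 with DMSO and 100% = wells lacking LYPLA2 enzyme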
# Target sequence (O95372 whole entry, looked up): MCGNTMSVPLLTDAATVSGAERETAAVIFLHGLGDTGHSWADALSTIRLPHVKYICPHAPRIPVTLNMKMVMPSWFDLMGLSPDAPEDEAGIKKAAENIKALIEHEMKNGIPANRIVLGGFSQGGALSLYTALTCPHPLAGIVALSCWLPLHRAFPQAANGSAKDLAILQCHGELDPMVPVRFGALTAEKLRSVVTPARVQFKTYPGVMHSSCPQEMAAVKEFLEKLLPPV
# EBNA-1 inhibitor: EBNA-1 DNA-binding inhibitors, primary screen, biochemical, fluorescence polarization; inhibition, % at 14.8 µM; actives 0.34% (n = 300,000); AID 1950, 2009; in the data active = inhibition above about 28%
# LYPLA1 counter: LYPLA1 inhibitors, primary screen, counter-screen for PME1 inhibitor project, biochemical, fluorescence polarization, FP-Rh probe ABPP; actives 0.16% (n = 320,000); AID 2174, 2009; recombinant LYPLA1; inhibition, % at 5.9 µM; Acyl-protein thioesterase 1 (Homo sapiens), O75608;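 active = inhibition above the mean of all tested compounds plus 3 SD, set per campaign, cut at about 14% in these data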;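 note: inhibitors block serine hydrolase probe labeling of LYPLA1 so polarization falls; 0% = enzyme with DMSO and 100% = wells lacking LYPLA1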
# Target sequence (O75608 whole entry, looked up): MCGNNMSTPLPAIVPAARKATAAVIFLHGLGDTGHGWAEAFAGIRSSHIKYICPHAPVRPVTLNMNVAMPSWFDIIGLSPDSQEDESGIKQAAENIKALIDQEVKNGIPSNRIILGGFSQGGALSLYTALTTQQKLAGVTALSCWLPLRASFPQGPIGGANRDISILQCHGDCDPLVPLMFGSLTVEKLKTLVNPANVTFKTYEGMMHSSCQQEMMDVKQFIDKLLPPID
# ZTA DNA inh: counter-screen for EBNA-1 inhibitors: inhibitors of Epstein-Barr virus ZTA | actives 0.15% (n = 320,000) | AID 2234 | P03206 | ZTA-DNA binding, fluorescence polarization | inhibition, % at 11 µM; in the data active = inhibition above about 33%
# PREPL inh: PREPL enzyme inhibitors, primary screen, biochemical, fluorescence polarization. Prolyl endopeptidase-like (Homo sapiens), Q4J6C6. recombinant PREPL, fluorescence polarization activity-based probe. inhibition, % at 5.96 µM. actives 0.68% (n = 320,000); in the data active = inhibition above about 43%;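 note: 0% = enzyme with DMSO and 100% = wells lacking enzyme; many of its hits are not listed in these tables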
# pPAFAH inh: pPAFAH enzyme inhibitors, primary screen, biochemical, fluorescence polarization, human; recombinant pPAFAH, FP-rhodamine probe fluorescence polarization; inhibition, % at 3.39 µM; actives 1.5% (n = 330,000); AID 463082, 2010;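 active = inhibition above the mean inhibition across the screen plus 3 SD, cut at about 25% in these data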;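 note: inhibitors block binding of the rhodamine activity-based probe so polarization drops; 0% = enzyme with DMSO and 100% = wells lacking pPAFAH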
# PAFAH1B3 inh: PAFAH1B3 enzyme inhibitors, primary screen, biochemical, fluorescence polarization, human; Platelet-activating factor acetylhydrolase IB subunit alpha1 (Homo sapiens), Q15102; recombinant PAFAH1B3, FP-rhodamine probe; inhibition, % at 3.39 µM; actives 0.28% (n = 340,000);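 active = inhibition above the screen-wide average of all tested compounds plus 3 SD, cut at about 25% in these data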;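 note: 0% = enzyme with DMSO only and 100% = wells lacking PAFAH1B3 protein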
# Target sequence (Q15102 whole entry, looked up): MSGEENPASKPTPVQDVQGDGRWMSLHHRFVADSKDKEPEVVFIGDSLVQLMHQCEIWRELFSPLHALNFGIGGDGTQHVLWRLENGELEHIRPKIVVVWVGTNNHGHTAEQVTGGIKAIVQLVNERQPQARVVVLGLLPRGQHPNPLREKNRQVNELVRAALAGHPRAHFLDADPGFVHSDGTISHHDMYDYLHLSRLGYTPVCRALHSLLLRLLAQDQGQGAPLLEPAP
# PAFAH1B2 FP inh: PAFAH1B2 enzyme inhibitors, primary screen, biochemical, fluorescence polarization, human; Platelet-activating factor acetylhydrolase IB subunit alpha2 (Homo sapiens), P68402; recombinant PAFAH1B2, FP-rhodamine activity probe; inhibition, % at 3.39 µM; actives 1.2% (n = 340,000); AID 492953, 2010;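 active = inhibition above the mean of all tested compounds plus 3 SD, cut at about 24% in these data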;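 note: 0% = enzyme with DMSO and 100% = wells lacking PAFAH1B2; many of its hits are not listed in these tables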
# Target sequence (P68402 whole entry, looked up): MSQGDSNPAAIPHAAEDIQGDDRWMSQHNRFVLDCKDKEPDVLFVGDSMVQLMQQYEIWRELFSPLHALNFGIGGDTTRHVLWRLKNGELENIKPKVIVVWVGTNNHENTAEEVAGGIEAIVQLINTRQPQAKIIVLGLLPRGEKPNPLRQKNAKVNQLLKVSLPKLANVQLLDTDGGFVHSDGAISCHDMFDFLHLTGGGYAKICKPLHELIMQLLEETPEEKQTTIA
# PAFAH2 inh: PAFAH2 enzyme inhibitors, primary screen, biochemical, fluorescence polarization, human | Platelet-activating factor acetylhydrolase 2, cytoplasmic (Homo sapiens), Q99487 | recombinant PAFAH2, FP-rhodamine activity probe | inhibition, % at 3.39 µM | actives 0.99% (n = 340,000);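 active = inhibition above the mean over all tested compounds plus 3 SD, cut at about 30% in these data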;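 note: inhibitors block probe labeling of enzyme so polarization drops; 0% = enzyme with DMSO and 100% = wells lacking PAFAH2 protein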
# * = called active by the depositor; x = no result given. Only part of the results is shown; count on the stated rates, not on these rows.
# Below each SMILES – LYPLA2 counter	EBNA-1 inhibitor	LYPLA1 counter	ZTA DNA inh	PREPL inh	pPAFAH inh	PAFAH1B3 inh	PAFAH1B2 FP inh	PAFAH2 inh
COc1ccc(-n2nnnc2Sc2ccc(S(=O)(=O)N3CCOCC3)cn2)cc1
    -3	10	-2	-11	-4	0	-3	9	5
O=C(Nc1ccccc1)c1cccnc1NCCc1ccccc1
    -2	2	-1	-11	-7	-3	4	5	-3
COc1cccc(CN(c2ccc3c(c2)CCC3)S(=O)(=O)c2ccc(-n3cnnn3)c(OC)c2)c1
    -12	-13	-5	11	-9	-1	10	1	-1
CN(C)C(=C(C#N)C#N)N1CCN(c2ccc(Cl)c(Cl)c2)CC1
    9	-5	4	-7	-80	-3	6	5	3
Cc1c(C)n(C(=O)CN2CCC(C(N)=O)CC2)c2ccccc12
    5	-2	-1	-8	0	1	0	4	5
Cc1ccc(-c2nc(C(=O)NCC3CCCO3)cc3c2[nH]c2ccccc23)cc1 (stereo not given)
    -32	-8	-20	-10	-1	-11	-6	7	-23
Cc1ccc(S(=O)(=O)N(C)C)cc1-n1c(SCC(=O)Nc2ccccc2)nc2ccccc2c1=O
    -10	2	-5	-2	28	-1	3	-4	-4
CCCCN(CC)C(=O)c1ccc(Cl)cc1
    4	-3	1	-15	-8	1	10	0	0
COc1ccc(/C=C2\C(=O)ON=C2c2cccc([N+](=O)[O-])c2)cc1
    3	3	-1	-2	3	10	x	x	x
O=C(NCc1cccnc1)Nc1ccc(Cl)c(Cl)c1
    -2	4	-6	9	-12	5	4	3	4
COc1ccc(OC)c(-n2cnc3cc(C(=O)NCCCN4CCOCC4)ccc32)c1
    -5	-2	-4	1	-29	4	-1	-7	-10
Cc1cc(Cl)ccc1OCC(=O)N1CC(C)CC(C)C1 (stereo not given)
    -6	-11	-5	11	-7	0	1	8	11
CC(=O)NC1=C(Nc2ccc(N(C)C)cc2)C(=O)c2ccccc2C1=O
    -2	41*	-2	37*	49*	6	13	4	8
COc1cccc(NC(=O)NCCCN2CCN(c3ccc(F)cc3)CC2)c1
    -2	-5	-1	-8	27	-7	0	5	-1
CCCn1c(N2CCN(C)CC2)nc2c1c(=O)[nH]c(=O)n2C
    8	0	5	11	-4	5	1	-6	4
c1ccc(-c2ncnc3nc4n(c23)CCC4)cc1
    -7	-4	-2	-13	-5	-5	0	2	-7
COc1cccc(NCc2cc(=O)oc3cc(C)c(O)cc23)c1
    4	-7	-2	-13	20	12	5	7	8
NNc1nnc2c3cc(F)ccc3n(CCc3ccccc3)c2n1
    -5	-2	-2	-1	-8	-1	-1	1	-10
CNC(=S)N(CCc1ccc(OC)c(OC)c1)Cc1cc2c(C)cc(C)cc2[nH]c1=O
    -4	-4	-2	-15	1	1	8	1	-2
CSc1ncc(C(=O)Nc2ccccc2Cl)c(C)n1
    1	-15	-2	-15	7	-4	1	2	-3
CCOc1ccc(NC(=O)CN(C)C(=O)c2cc(C)on2)cc1OCC
    8	3	2	-17	1	0	6	-2	5
Cc1nn(C)c(Cl)c1NC(=O)OCc1ccc(Cl)cc1Cl
    4	7	2	-7	3	0	12	8	-3
CCOC(=O)CCNC(=O)Nc1cc2nc(C)n(Cc3cccc(Cl)c3)c2nc1C
    -3	-4	4	-5	-35	1	-9	6	0
Nc1ccc(C(=O)N2CCN(S(=O)(=O)c3ccc4c(c3)OCCCO4)CC2)cc1[N+](=O)[O-]
    5	x	2	-7	9	7	6	-1	1
N#Cc1c(N2C(=O)c3ccc(C(=O)O)cc3C2=O)sc2c1CCCC2
    -2	11	-1	4	-2	0	12	8	-1
Cn1c(NC2CCCCC2)c(N=O)c(=O)n(C)c1=O
    -3	2	0	15	1	2	-1	3	-1
COc1cccc(CN2CCNC(=O)C2CC(=O)N2CCCCO2)c1OC (stereo not given)
    6	7	2	-2	5	-2	7	4	5
O=C(Cc1ccc(Cl)c(Cl)c1)NC1CCCCCC1
    -4	-12	-5	6	7	2	-1	5	6
CS(=O)(=O)c1ccccc1C(=O)N1CCN(Cc2ccccc2)CC1
    -12	-11	-5	6	16	-2	11	5	-8
CCc1cc(CNC(=O)c2cccc(OC3CCN(S(C)(=O)=O)CC3)c2)on1
    2	9	-2	11	24	4	2	2	10
COc1ccccc1NC(C)C(=O)Nc1ccc(C(C)=O)cc1 (stereo not given)
    0	6	1	13	2	3	8	4	-1
CSCCC(NC(=O)c1ccco1)C(=O)OCC(=O)N1c2ccccc2NC(=O)C1(C)C (stereo not given)
    -2	x	-2	-1	9	-1	5	3	5
CCC(C(=O)Nc1cc(Cl)c(OC)cc1OC)c1ccccc1 (stereo not given)
    6	8	1	-2	-3	8	6	6	0
COc1ccccc1C(=O)N1CC(=O)Nc2ccc(C)cc2C1c1ccc(F)cc1 (stereo not given)
    -11	-2	-2	-4	22	1	6	4	-1
CCCN=C1N(C)C[C@@H]2[C@@H]3C(=O)N(C)C(=O)[C@@H]3[C@](C)(C(=O)OC)N12
    x	x	x	x	x	2	4	0	-2
COc1nc(NC(C)(C)C)nc(Oc2ccc(=O)n(-c3ccccc3)n2)n1
    10	8	0	-11	17	-3	12	4	-1
O=C(Cc1csc(NC(=O)Nc2ccc(Cl)cc2)n1)NCc1ccccn1
    -5	0	-9	12	2	8	1	6	-1
CC(C)N(C(=O)[C@H]1C[C@H](CC(=O)NCCc2ccccn2)C(=O)N2CCc3c([nH]c4cc(CCC(=O)N(C)C)ccc34)[C@]12C)C(C)C
    x	x	x	x	x	3	9	3	-2
COc1ccc(NC(=S)N(CCc2c(C)[nH]c3ccc(C)cc23)Cc2cccnc2)cc1
    10	-14	5	-13	20	10	-4	6	-4
CC(=O)C(C(C)=O)C(NC(=O)c1cccnc1)(C(F)(F)F)C(F)(F)F
    3	-15	-2	-5	4	0	-3	-1	-2
CC1=CC(=O)C=C/C1=C(/c1ccc(O)cc1C)c1ccccc1S(=O)(=O)O
    9	x	0	-10	7	17	2	26*	-1
COc1ccc2oc(=O)c(C(=O)NCC3CCCO3)cc2c1 (stereo not given)
    7	-1	1	-27	10	2	4	-3	5
Cc1cc(C)c(NC(=O)CSc2nc3ncc(Cl)cc3[nH]2)c(C)c1
    3	-6	1	3	-4	1	4	3	2
C(#Cc1ccc2c(c1)COc1c3ccccc3nn1-2)c1ccccc1
    -9	7	-6	-6	4	4	0	-4	5
COc1ccccc1N(CC(O)CN1C(=O)NC(C)(C)C1=O)S(=O)(=O)c1ccc(C)cc1 (stereo not given)
    3	6	-2	-8	8	1	2	5	0
CCOC(=O)C(NC(=O)c1ccc(F)cc1)(Nc1sc2c(c1C(N)=O)CCC2)C(F)(F)F (stereo not given)
    -5	-7	-4	-18	2	4	5	6	-5
Cc1ccc(S(=O)(=O)c2nc(-c3ccco3)oc2N2CCC(C)CC2)cc1
    -11	-4	2	5	-9	1	4	1	5
CCOc1ccc(NC(=O)CN2C(=O)C3CC=CCC3C2=O)cc1 (stereo not given)
    6	-6	4	-10	9	-5	3	5	6
COc1cccc(OCc2nnc(SCC(=O)OC3CCCCC3)n2C)c1
    8	11	1	15	9	3	3	2	7
CN(C)S(=O)(=O)c1ccc2c(c1)c(=O)c(C(=O)N1CCN(c3ccccn3)CC1)cn2C
    -4	-9	3	6	2	0	6	7	-2
CCCCNC(=O)O/N=C(\N)CS(=O)(=O)C(C)(C)C
    -1	-7	-2	3	-1	7	1	6	0
COC(=O)Nc1nc(C)c(C(=O)N(C)C)s1
    -3	-5	2	22	-7	2	10	2	1
CCCC(O)(CCC)C(=O)NN1CCCCC1
    4	-7	-1	9	10	-2	-2	3	-2
O=S(=O)(/N=C(\[O-])C[n+]1ccccc1)c1ccc(Cl)cc1
    0	-12	0	-8	3	5	4	3	0
CC(=O)N/C(=C\c1ccccc1)C(=O)OCC(=O)NC(=O)c1ccccc1
    2	-1	-2	-8	13	4	4	5	0
COc1cccc(-c2nnn(CC(=O)N3CCCCC3)n2)c1
    8	-4	2	-20	-3	-3	1	2	-1
COc1ccccc1C(=O)NC(=O)COC(=O)CCNS(=O)(=O)c1ccccc1
    8	-9	3	-8	8	13	8	5	6
CN(C)c1ccc(CNC(=O)c2cc(S(=O)(=O)N3CCOCC3)cn2C)cc1
    -1	0	0	-9	4	0	4	5	-4
Cc1ccccc1C(O)c1ccccn1 (stereo not given)
    2	7	-2	6	3	6	5	2	-6
COc1ccc(C(=O)CSc2nc3cccnc3n2C)cc1
    2	-1	-2	10	10	0	4	1	-5

# Later entries.
# Below each SMILES – LYPLA2 counter	EBNA-1 inhibitor	LYPLA1 counter	ZTA DNA inh	PREPL inh	pPAFAH inh	PAFAH1B3 inh	PAFAH1B2 FP inh	PAFAH2 inh
Cc1nn(C)c(C)c1S(=O)(=O)N1CCC(C(=O)NC2CCCc3ccccc32)CC1 (stereo not given)
    0	11	0	11	-1	4	13	3	2
CCOc1ccccc1NC(=O)c1oc2ccccc2c1NC(=O)C1CCCO1 (stereo not given)
    -6	-3	0	-6	10	-6	7	-1	-5
Cc1c(NC(=O)COC(=O)C2(c3ccccc3F)CCCC2)c(=O)n(-c2ccccc2)n1C
    -3	1	2	-14	-10	-7	2	13	-6
Cc1cccc(/C=N/NC(=O)c2cccc([N+](=O)[O-])c2)n1
    -2	-7	0	-7	4	3	x	x	x
COc1cc(C(=O)NCC(=O)Nc2c(C)cccc2C)ccc1OCC(=O)N1CCOCC1
    x	x	x	x	-7	-2	-4	1	-2
CCCCN(C(=O)CNC(=O)c1ccco1)C(C(=O)NC1CCCC1)c1ccc(OC)cc1 (stereo not given)
    4	-2	-1	-15	-2	2	-3	0	4
CCn1nnnc1SCC(=O)NNC(=O)C1CCCCC1
    3	-1	1	13	-3	0	-2	0	-12
COCC(=O)N(Cc1cc2ccc(C)cc2[nH]c1=O)c1cccc(C)c1
    2	3	0	11	-2	2	8	0	-7
O=C(c1ccccc1)N(Cc1ccc2c(c1)OCO2)Cc1nc2ccccc2c(=O)[nH]1
    -4	8	4	1	-4	1	1	4	-7
Cc1c(Cl)cccc1NC(=S)N(CCCN1CCOCC1)Cc1cccs1
    -2	9	1	8	-2	4	4	5	-1
O=C(CN1CCN(Cc2ccccc2)C1=O)NCc1ccc(Cl)cc1
    2	-2	0	-16	-1	0	8	2	-7
CC(C)Cc1ccc(C(C)C(=N)N)cc1 (stereo not given)
    4	0	1	4	0	5	1	6	0
CC(C)(C)C(=O)Nc1nnc(CCc2ccccc2)s1
    6	-11	2	-18	0	-1	10	11	4
CCOc1ncccc1C(=O)OCC(=O)c1cc(OC)c(OC)c(OC)c1
    -3	-7	-2	12	-2	3	7	7	-2
COC(=O)c1ccc(Cn2nc(-c3ccc(C)cc3)ccc2=O)cc1
    0	-10	-1	-1	-48	-5	-2	4	2
O=C1Cc2ccccc2C(c2ccc(Br)cc2)N1 (stereo not given)
    30*	-12	22*	0	-1	4	3	-1	1
Cc1ccc(-c2csc(NC(=O)c3cc([N+](=O)[O-])ccc3N3CCOCC3)n2)cc1
    -2	-6	-1	8	1	2	7	5	6
